hcDAF-12 act: activators of H. contortus DAF-12 nuclear receptor; actives 1.4% (n = 370,000); activation, % at 6.8 µM; HEK293 hcDAF-12 lit1-tk-luc reporter, luminescence; 0% DMSO, 100% Δ7-dafachronic acid; AID 652067;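 active = activation above the mean of all tested compounds plus 3 SD, cut at about 5.5% in these data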;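 also: 100% = response to 3 µM Δ7-dafachronic acid high control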
HGIII-sPLA2 inh: Inhibits HGIII-sPLA2 liposome hydrolysis, primary screen; Q9NZ20; QFRET BODIPY PC-A2 liposome hydrolysis, fluorescence; inhibition, % at 12.2 µM; actives 0.56% (n = 370,000); AID 743126;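 active = inhibition above mean plus 3 SD of compounds lying within the high and low control bounds, cut at about 19% in these data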;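 also: 0% = median of test compound wells and 100% = no enzyme DMSO wells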
Rev-erbA mod: modulates human Rev-erb alpha binding to DNA; actives 0.79% (n = 370,000); Rev-erbα–FITC-DNA binding, fluorescence polarization, 90 min; P20393; activity, % at 10 µM; AID 1259318;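 active = activity above about 14%, limit read from the data; passing the limit was not always enough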;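 also: 0% = DMSO wells with 35 nM protein and 100% = DMSO wells with 750 nM protein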
Target sequence (P20393 whole entry, looked up): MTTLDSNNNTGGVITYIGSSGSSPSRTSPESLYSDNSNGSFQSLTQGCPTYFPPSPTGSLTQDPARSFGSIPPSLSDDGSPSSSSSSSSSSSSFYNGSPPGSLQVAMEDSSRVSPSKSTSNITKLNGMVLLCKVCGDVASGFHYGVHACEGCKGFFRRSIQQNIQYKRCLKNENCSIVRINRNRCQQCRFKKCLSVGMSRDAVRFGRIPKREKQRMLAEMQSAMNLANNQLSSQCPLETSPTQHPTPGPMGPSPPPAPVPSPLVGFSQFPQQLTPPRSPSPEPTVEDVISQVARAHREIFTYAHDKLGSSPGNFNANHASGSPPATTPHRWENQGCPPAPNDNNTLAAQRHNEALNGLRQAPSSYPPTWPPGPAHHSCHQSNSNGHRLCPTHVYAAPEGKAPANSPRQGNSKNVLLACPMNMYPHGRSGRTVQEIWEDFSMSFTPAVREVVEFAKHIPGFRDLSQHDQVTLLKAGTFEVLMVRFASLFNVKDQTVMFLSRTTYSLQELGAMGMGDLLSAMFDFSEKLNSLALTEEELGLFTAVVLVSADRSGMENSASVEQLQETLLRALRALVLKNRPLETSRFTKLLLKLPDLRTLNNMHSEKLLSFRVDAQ
ssDAF12 agonist: activates DAF-12 receptor from parasite S. stercoralis. HEK293 ssDAF-12/GRIP1 lit1-tk-luc reporter, luminescence; % of 3 µM dafachronic acid response. activation, % at 6.8 µM. actives 1% (n = 370,000). AID 652126;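 active = activation above the mean over all tested compounds plus 3 SD, cut at about 0.9% in these data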;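 also: 0% = DMSO-only wells and 100% = 3 µM delta7-dafachronic acid wells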
PLC-beta3 inh: inhibitors of human phospholipase C beta3; Q01970; inhibition, % at 12.2 µM; AID 720704; Purified PLC-beta3, fluorogenic substrate, fluorescence; actives 0.18% (n = 370,000); in the data active = inhibition above about 11%;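 also: 0% = median of compound wells on plate and 100% = full blocker control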
PG9 Ab binder: binds the HIV-1 gp120 antibody PG9; TR-FRET gp120-PG9 antibody binding; inhibition, % at 6.7 µM; actives 0.43% (n = 360,000); in the data active = inhibition above about 8.5%
DAX1 inh-1: DAX1 (NR0B1) inhibition, primary screen; HEK293T StAR-luciferase reporter, SF-1/DAX-1 repression relief; inhibition, % at 6.8 µM; actives 1.1% (n = 370,000); AID 652010;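 active = inhibition above the mean over all tested compounds plus 3 SD, cut at about 3.6% in these data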;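 also: 0% = DAX-1 cells with DMSO and 100% = cells lacking DAX-1 with DMSO; higher inhibition means more luminescence from relief of DAX-1 repression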
DAX1 inh-2: inhibitors of human orphan nuclear receptor DAX1 (NR0B1) | P51843 | HEK293 Gal4-DAX1 luciferase reporter, luminescence | inhibition, % at 6.75 µM | actives 0.99% (n = 340,000) | AID 504766;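 active = inhibition above the mean over all tested compounds plus 3 SD, cut at about 4.2% in these data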;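 also: 0% = DAX1-transfected cells with DMSO and 100% = empty-vector control cells with DMSO; inhibition shows as a rise in luminescence from relieved DAX1 repression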
Target sequence (P51843 207-470 limits assumed): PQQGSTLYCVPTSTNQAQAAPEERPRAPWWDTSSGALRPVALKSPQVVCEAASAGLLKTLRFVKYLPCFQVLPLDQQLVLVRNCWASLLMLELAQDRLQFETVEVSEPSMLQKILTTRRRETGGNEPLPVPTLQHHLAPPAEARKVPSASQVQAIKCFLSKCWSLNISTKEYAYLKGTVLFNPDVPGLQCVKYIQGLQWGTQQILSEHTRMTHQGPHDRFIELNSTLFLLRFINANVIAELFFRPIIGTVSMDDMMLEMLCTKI
hgDAF12 agonist: agonists of H. glycines DAF-12 nuclear receptor | HEK293 GAL4-hgDAF12 UAS-luciferase reporter, agonist luminescence; normalized to butyrate control | activation, % at 6.8 µM | actives 1.8% (n = 370,000) | AID 687014;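 active = activation above a cutoff set at the mean of all screened compounds plus 3 SD, cut at about 10% in these data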;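 also: 0% = DMSO wells and 100% = sodium butyrate wells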
FXN GAA850 act: activators of GAA850 frataxin (FXN) promoter | actives 0.56% (n = 360,000) | AID 540364 | HEK293 lucGAA850 FXN promoter luciferase reporter, 24 h; percent of 10 µM SAHA response | activation, % at 6 µM;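 active = activation above the average of all compounds screened plus 3 SD, cutoff fixed separately per campaign, cut at about 7.5% in these data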;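 also: 0% = DMSO wells and 100% = 10 µM SAHA wells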
SMARCA2 activ: activators of SMARCA2 function | MG213 cells, MMTV-luciferase reporter, dexamethasone, overnight | activation, % at 9.1 µM | actives 1% (n = 370,000); in the data active = activation above about 7.8%;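 also: 0% = vehicle wells and 100% = reference activator wells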
* marks the source's active call; other numbers are inactive results; . = not tested or not shown; & = joins results of further samples. Outcome played no part in choosing rows; 7% or so of the library scored in one or more.

structure,hgDAF12 agonist,DAX1 inh-2,FXN GAA850 act,DAX1 inh-1,SMARCA2 activ,PLC-beta3 inh,hcDAF-12 act,ssDAF12 agonist,HGIII-sPLA2 inh,PG9 Ab binder,Rev-erbA mod
CCS(=O)(=O)N1Cc2ccccc2CC1C(=O)NCC12CC3CC(CC(C3)C1)C2 (centres undefined),0.5,-1.5,7.7*,-0.4,5,1,-1.4,-1.4,-5,-3.8,0
Cc1ccc(NC(=O)CN(C)C(=O)c2cccc(S(=O)(=O)N3CCCC3)c2)cc1,-0.8,1.5,-1.8,-0.6,-1,-1,0.5,-0.5,0,0.0,0
CCOc1cc(N2CCOCC2)c(OCC)cc1NC(=O)COc1ncnc2ccc(Br)cc12,1.0,0.2,2.2,0.9,1,1,0.5,-1.2,6,-1.2,-12
Cc1c([C@@H]2C[C@H]3CN(Cc4cccc(Cl)c4)C(=O)[C@]34CCCN24)cnn1C,-1.1,-0.2,0.3,0.0,-3,-10,-0.1,-1.8,2,-1.1,0
COc1ccc(NC(=O)c2ccc(=O)[nH]c2)cc1S(=O)(=O)N1CCCCC1,-0.7,.,.,0.0,-1,3,1.7,-0.2,-1,-2.2,-3
COc1ccc(C(=O)N2CCCC(N3CCN(c4ccccc4F)CC3)C2)c(OC)n1 (centres undefined),-1.9,0.3,0.3,-0.3,-3,-5,-2.6,-1.1,-1,-1.0,0
CCOc1ccc(C(=O)CC(Sc2ccc(C)cc2)C(=O)O)cc1 (centres undefined),0.5,-0.2,3.3,-0.4,4,5,-0.5,-1.1,-7,-2.6,2
CCCCNC(=O)Nc1nc2ccc(CC)cc2s1,7.8,0.1,1.9,2.0,0,6,1.3,-0.6,0,0.8,1

Whole records, quoted from the list. Screens in order: hgDAF12 agonist	DAX1 inh-2	FXN GAA850 act	DAX1 inh-1	SMARCA2 activ	PLC-beta3 inh	hcDAF-12 act	ssDAF12 agonist	HGIII-sPLA2 inh	PG9 Ab binder	Rev-erbA mod
Entry for `CCOc1ccc(C(=O)CC(Sc2ccc(C)cc2)C(=O)O)cc1` (centres undefined) = 0.5	-0.2	3.3	-0.4	4	5	-0.5	-1.1	-7	-2.6	2
Entry for `COc1ccc(C(=O)N2CCCC(N3CCN(c4ccccc4F)CC3)C2)c(OC)n1` (centres undefined) = -1.9	0.3	0.3	-0.3	-3	-5	-2.6	-1.1	-1	-1.0	0
Entry for `CCS(=O)(=O)N1Cc2ccccc2CC1C(=O)NCC12CC3CC(CC(C3)C1)C2` (centres undefined) = 0.5	-1.5	7.7*	-0.4	5	1	-1.4	-1.4	-5	-3.8	0

The results go on.
structure,hgDAF12 agonist,DAX1 inh-2,FXN GAA850 act,DAX1 inh-1,SMARCA2 activ,PLC-beta3 inh,hcDAF-12 act,ssDAF12 agonist,HGIII-sPLA2 inh,PG9 Ab binder,Rev-erbA mod
O=C(NCCC(=O)N1CCCC(C(F)(F)F)C1)c1ccc(Br)cc1 (centres undefined),0.3,0.6,-1.8,0.1,3,-8,-1.2,-1.1,-1,-0.3,3
CCOc1ccc(/C=N/Nc2ccccn2)cc1OC,16*,1.5,6.1,6.7*,2,-7,2.1,0.0,-11,-2.3,-5
COCc1cc(C)nc(NCCO)c1C#N,-0.5,1.0,0.4,0.0,1,-11,-1.1,-0.7,5,-1.7,3
CCOc1ccc(CN2CCNC(=O)C2CC(=O)NCc2csc(C)n2)cc1 (centres undefined),1.2,1.4,-0.2,2.4,-4,-14,-0.9,-0.8,-2,-0.7,2
COc1cccc(CSc2nc3ccncc3[nH]2)c1,15*,-1.2,2.3,2.6,9.3*,-4,2.3,0.4,-10,-1.9,0
CCOc1cc(/C=N/NC(=O)C(=O)NC2CC2)cc(Br)c1O,-2.2,1.5,1.1,-0.3,-2,-2,-2.5,-1.1,14,-10,-4
Cc1ccc(S(=O)(=O)N2CCC(C(=O)OCC(=O)Nc3cc(S(C)(=O)=O)ccc3Cl)CC2)cc1C,-0.1,1.1,1.9,-0.9,-1,-4,0.6,-1.5,-9,0.9,-1
C/C(Cn1nc([N+](=O)[O-])cc1C)=N\NC(=O)c1ccc(C(C)(C)C)cc1,0.6,0.5,-3.1,0.1,2,-1,-0.7,-1.1,-3,0.2,1

Continued.
structure,hgDAF12 agonist,DAX1 inh-2,FXN GAA850 act,DAX1 inh-1,SMARCA2 activ,PLC-beta3 inh,hcDAF-12 act,ssDAF12 agonist,HGIII-sPLA2 inh,PG9 Ab binder,Rev-erbA mod
CN(C)NC(=S)Nc1ccc(Cl)cc1,0.5,-0.1,2.1,0.6,0,1,-0.9,-1.5,1,-0.2,-5
COc1c2ccccc2nn1C(C)C,1.1,.,.,1.5,-3,-30,-1.0,-0.4,4,-1.0,-6
O=C(CN1C(=O)NC2(CCCCC2)C1=O)Nc1cc(C(F)(F)F)ccc1N1CCCC1,-1.2,-0.3,-0.3,0.3,-1,-4,-1.4,-1.4,1,-1.5,6
Cc1nc(NC(=O)/C=C/c2ccccc2)sc1C(=O)Nc1ccccc1Cl,2.2,0.1,-1.6,0.1,2,-12,-0.8,-1.1,-3,-1.6,-8
O=C1OC2(CCCCC2)OC(=O)C1=CNc1nccs1,-0.2,-0.1,-3.0,0.3,1,-2,-0.8,-1.4,6,-0.6,7
CC(=O)N1CCN(c2ccc(NC(=O)C(c3ccccc3)c3ccccc3)cc2)CC1,1.4,-0.1,-0.1,-0.4,1,-4,1.5,-1.1,-2,0.2,-2
Cc1cccc2cc(CN(Cc3nnnn3C3CCCCC3)C3CCCC3)c3nnnn3c12,2.4,-1.0,-1.0,-0.3,-2,1,-2.1,-1.1,-5,-0.6,6
COc1cc(/C=N/Nc2nn3cnnc3c3ccccc23)ccc1O,1.9,-1.8,-0.8,-0.1,7,-3,-0.1,-1.9,0,-8.5,-2

New compounds follow
structure,hgDAF12 agonist,DAX1 inh-2,FXN GAA850 act,DAX1 inh-1,SMARCA2 activ,PLC-beta3 inh,hcDAF-12 act,ssDAF12 agonist,HGIII-sPLA2 inh,PG9 Ab binder,Rev-erbA mod
COc1ccc(OC(=O)c2cccc([N+](=O)[O-])c2)c(C(=O)/C=C/c2cccs2)c1,1.6,2.4,0.9,-0.3,2,-50,-2.3,-1.0,-6,-0.5,-3
Cc1cc(NC(=O)CN2C(=O)NC(CC(C)C)C2=O)ccc1Br (centres undefined),-3.7,-1.2,0.4,-0.7,7,-1,-1.0,-0.6,-18,-2.2,-10
CCCCCC(=O)Nc1cccc(C2=NOC3(C2)C[C@H](C(N)=O)N(C(=O)c2ccccc2)C3)c1 (some centres undefined),-1.9,0.3,0.2,-0.7,0,-2,-1.4,-1.4,-7,-0.2,0
NC(=O)c1ccc2c(c1)OCCO2,1.2,2.8,-0.4,0.3,1,3,0.2,-1.5,-5,1.7,1
CCCC(C(=O)NCc1ccco1)N(C(=O)CNS(=O)(=O)c1ccccc1)c1ccccc1OC (centres undefined),-0.6,-1.0,-2.7,-0.3,-1,-8,0.9,-1.2,-13,-2.5,-7
O=C(NCc1ccc(Cl)cc1)C1CCN(S(=O)(=O)c2ccc(N3CCCC3=O)cc2)CC1,-1.9,-0.9,-0.9,-6.7,-2,4,-3.8,-1.4,-2,-1.4,-1
Cc1ccc(S(=O)(=O)c2cnc3cc(C)nn3c2N)cc1,-4.4,1.1,0.5,0.7,0,-3,1.0,-2.0,3,1.4,-8
COc1ccc(N(C)S(=O)(=O)c2cccc(C(=O)N3CCN(S(=O)(=O)c4ccc(C)cc4)CC3)c2)cc1,-3.1,-0.4,-0.9,-3.6,-2,-4,-2.5,-1.7,-18,-2.8,-6

Next section.
structure,hgDAF12 agonist,DAX1 inh-2,FXN GAA850 act,DAX1 inh-1,SMARCA2 activ,PLC-beta3 inh,hcDAF-12 act,ssDAF12 agonist,HGIII-sPLA2 inh,PG9 Ab binder,Rev-erbA mod
COc1cc(OC)cc(C(=O)NCCS(=O)(=O)N2CCN(Cc3ccccc3)CC2)c1,-3.7,-1.6,-1.3,-0.3,0,-9,-1.6,-1.1,-6,-3.1,6
CCOc1ccc(CNC(=O)CCCn2nc(C)c3c(C)n(-c4ccc(C)cc4)nc3c2=O)cc1,-1.2,0.3,1.3,-0.1,-1,-6,-1.5,-1.1,3,-1.6,2
CC(C)(C)c1ccc(-c2nnc(SCC(=O)Nc3ccc(S(=O)(=O)Nc4nccs4)cc3)n2Cc2ccco2)cc1,-2.1,.,.,-0.7,-4,-8,-1.0,-0.6,0,.,-3
CCOC(=O)N1CCC(NCCNC(=O)c2ccccc2)CC1,-1.6&-0.8,-0.4&1.7,1.1&-0.4,0.0&-0.9,0&3,3&7,-2.1&-1.6,-1.8&-1.5,2&6,-0.1&-1.6,0&-2
Nc1nc(F)nc2c1ncn2[C@@H]1O[C@H](COP(=O)(O)O)[C@@H](O)[C@@H]1O,-0.1,.,.,1.9,-5,0,-2.4,-1.3,9,.,0&-1
O=[N+]([O-])/C=C/c1cn(Cc2ccccc2)c2ccccc12,-0.9,-0.8,-1.7,-0.9,-2,-2,-1.4,-0.6,-7,-0.1,-2
Cc1ccc(C(=O)Nc2nnc([C@H]3C[C@H](O)[C@@H](CO)O3)s2)cc1,-2.2,.,0.6,1.5,3,4,0.8,-1.1,2,-0.9,-6
O=C(O)C1=C[C@H](c2cccs2)C[C@H](OCc2ccc(CO)cc2)O1,2.1,0.6,1.9,0.2,1,-10,1.2,-0.6,-7,-2.8,6

Other results
structure,hgDAF12 agonist,DAX1 inh-2,FXN GAA850 act,DAX1 inh-1,SMARCA2 activ,PLC-beta3 inh,hcDAF-12 act,ssDAF12 agonist,HGIII-sPLA2 inh,PG9 Ab binder,Rev-erbA mod
COc1ccc(/C=C2\C(=O)OCc3cc(OC)c(OC)cc32)cc1OC,-2.1,-1.1,2.5,-0.1,0,2,-1.2,-1.8,6,-1.8,-10
Cc1cccc(-c2nc(CS(=O)CC(=O)N3CC(C)CC(C)C3)c(C)o2)c1 (centres undefined),-3.4,-0.5,1.0,-0.2,-1,-6,-1.4,-0.8,-6,-2.9,-4
Cc1nnc(SCC(=O)c2ccc(Br)cc2)s1,2.4,-1.8,3.2,-0.1,1,4,-0.3,-1.4,-37,-1.8,2
Cc1ccc(C(=O)N2CCCC(C(F)(F)F)C2)cc1S(=O)(=O)N1CCOCC1 (centres undefined),0.1,0.0,0.1,1.3,8.0*,1,-0.4,-0.9,2,-2.3,3
O=C(Nc1cccc(C(F)(F)F)c1)c1csc([C@@H]2C[C@H](O)[C@@H](CO)O2)n1,-3.9,.,0.5,0.6,-9,3,-1.2,-0.4,-7,-1.5,-3
